Tb PYK inh = T. brucei pyruvate kinase inhibition. Q57TT1. TbPYK enzyme, Kinase-Glo Plus ATP luminescence, 45 min. Potency, µM (titrated, usually from 76.8 µM), for the others: at the top dose activity, negative = inhibition, most hits filed as inhibitors. 0.12% of 410,000 active. AID 624173; further: potency means the concentration at half of the fitted maximal effect; on the % scale 0 is the no-effect control and ±100 the full control effect; nearly all actives have a fitted effect of over 50% in size
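Enzyme and substrate buffer are dispensed first and compound is pin-transferred. ADP at 130 uM final then starts the reaction, which runs 45 min at room temperature. Detection reagent is added for 10 min before luminescence is imaged.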
AMA1-RON2 inh = inhibitors of Plasmodium falciparum AMA1-RON2 interaction; AlphaScreen AMA1-biotinylated RON2 peptide binding; Potency, µM (series often up to 58.2 µM), for inactives: top-dose activity change, negative = inhibition, usual class: inhibitors; 0.2% of 360,000 active; AID 720542;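 further: potency means the concentration at half of the fitted maximal effect; 0% = vehicle wells and -100% = peptide control; nearly all actives have a fitted effect of over 45% in size; some results filed as inactive show a strong effect at the top dose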
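AMA1 (3D7) with his tag at 25 nM final met compounds first, then biotinylated RON2 peptide at 25 nM; detection used donor plus acceptor beads, 10 µg/mL apiece, read by AlphaScreen after 30 min at room temperature.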
Pf growth 48h = P. falciparum growth inhibition at 48 hours (one generation); P. falciparum luciferase growth in erythrocytes, 48 h; Potency, µM (highest dose often 28.7 µM), inactives show top-dose activity change, negative = inhibition, hits mostly inhibitors; 5.9% of 310,000 active; AID 504832; further: potency means the concentration at half of the fitted maximal effect; on the % scale 0 is the no-effect control and ±100 the full control effect
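A one-generation exposure of luciferase-tagged malaria parasites in RPMI 1640/Albumax erythrocyte culture, 37 C and 5% CO2. Inhibition is inferred from decreased luminescence after adding detection reagent.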
LmPK inhibitor = blocks Leishmania mexicana pyruvate kinase activity; Potency, µM (top dose mostly 57.5 µM), for the others: at the highest dose activity change, negative = inhibition, actives largely listed as inhibitors; Q27686; AID 1721; purified LmPK, Kinase-Glo ATP luminescence, 1 h; 0.37% of 290,000 active; further: potency means the concentration at half of the fitted maximal effect; on the % scale 0 is the no-effect control and ±100 the full control effect
Target sequence (Q27686 whole entry, looked up): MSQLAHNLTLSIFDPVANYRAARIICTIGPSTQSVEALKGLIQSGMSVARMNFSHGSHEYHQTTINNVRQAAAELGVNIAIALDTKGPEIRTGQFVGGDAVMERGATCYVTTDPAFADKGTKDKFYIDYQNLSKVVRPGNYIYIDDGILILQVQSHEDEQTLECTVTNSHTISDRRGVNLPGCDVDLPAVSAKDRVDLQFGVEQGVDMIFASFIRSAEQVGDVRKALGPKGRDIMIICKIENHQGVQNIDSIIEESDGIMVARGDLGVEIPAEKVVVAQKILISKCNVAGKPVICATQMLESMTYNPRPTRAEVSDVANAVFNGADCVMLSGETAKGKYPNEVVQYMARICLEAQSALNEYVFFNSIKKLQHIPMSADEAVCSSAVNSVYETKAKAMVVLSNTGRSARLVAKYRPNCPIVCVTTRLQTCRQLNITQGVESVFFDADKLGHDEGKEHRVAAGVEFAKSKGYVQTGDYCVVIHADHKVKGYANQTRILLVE
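In 50 mM imidazole pH 7.2 with 7 mM MgCl2, LmPK (0.1 nM) turned over PEP (0.5 mM) and ADP (0.1 mM) for 1 h at room temperature. Luciferase read-out of ATP.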
Cycloheximide cs = affects cycloheximide protein synthesis inhibition readout, counter-screen; max response, %; cell reporter, cycloheximide protein synthesis inhibition counterscreen; 12% of 300,000 active; in the data active means max response mostly above about 13%, no sharp cut-off; inactive means mostly below about 14%; further: read at 38.3 µM for the half of the compounds with a filed dose; 0% is about no effect
Shiga inhibitor = Shiga toxin inhibition. Vero cells, Shiga toxin protein synthesis inhibition reporter. AID 2315. inhibition, % at 38.7 µM. 9.2% of 290,000 active; in the data active means inhibition mostly above about 28%, no sharp cut-off; inactive means mostly below about 43%; further: 0% is about no effect
Pf growth 96h = P. falciparum growth inhibition at 96 hours. 6.9% of 320,000 active. Potency, µM (titrated, usually from 28.7 µM), without a hit: at the highest dose activity change, negative = inhibition, usual class: inhibitors. AID 504834. P. falciparum luciferase reporter growth, 96 h; further: potency means the concentration at half of the fitted maximal effect; on the % scale 0 is the no-effect control and ±100 the full control effect
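96 h incubation, 37 C, 5% CO2, of luciferase-reporter P. falciparum-infected RBCs (2% hematocrit, 0.05% parasitemia final) with test compounds; endpoint luminescence.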
The depositor's hits bear a star; i = inactive; ? = inconclusive; . = no result given; & = joins results of further samples; [ ] = dose if it differs, or a comment. Unless noted, the call rests on the fitted dose curve; in most records, active means well fitted curve in the direction sought with a large enough effect; inconclusive means small, poorly fitted or top-dose-only effect, or another doubt; inactive means no such curve, though single readings can be large; an effect the other way counts as inactive or inconclusive.

SMILES	Tb PYK inh	AMA1-RON2 inh	Pf growth 48h	LmPK inhibitor	Cycloheximide cs	Shiga inhibitor	Pf growth 96h
COc1c(F)c(F)c(C(=O)Nc2ccc(-c3nc4ccccc4[nH]3)cc2)c(F)c1F	4%	0%	-4%	-3%	7	42	78%[activator]
Cc1ccccc1-c1ccc(=O)n(CC(=O)Nc2ccc(S(=O)(=O)N(C)C)cc2)n1	-8%	5%	-20%	-2%	1	-1	37%[activator]
NC(=O)N\N=C/C=C/C=C/c1ccc(F)cc1	-2%	-4%	42%[activator]	4%	2	-9	34%[activator]
COc1ccc(S(=O)(=O)NNC(=O)C23CC4CC(CC(C4)C2)C3)cc1	-2%	-2%	3%	0%	2	-5	29%
COc1cccc(Oc2coc3cc(OC(=O)N4CCOCC4)ccc3c2=O)c1	-1%	21%	-18%	3%	11	27	?
Cc1cccc(N(C)S(=O)(=O)c2ccc3[nH]c(=O)c(=O)[nH]c3c2)c1	-22%	13%	-3%	1%	-3	-6	?
COc1cc(NS(=O)(=O)c2ccc(NC(=O)C34CC5CC(CC(C5)C3)C4)cc2)ncn1	-10%	-4%	?	3%	-1	26	58%[activator]
OCCN1CCN(C2Cc3cc(Cl)ccc3Sc3ccc(Cl)cc32)CC1 (centres undefined) (tested in a mixture with another compound)	25%	-25%	?	1%	-5	-10	?
CCCN1CNC(=S)N(c2cc(C)ccc2C)C1	-8%	33%[activator]	-2%	0%	-1	0	3%
O=C(CSc1nc(-c2ccccc2)c(-c2ccccc2)o1)NCCCO	1%	8%	?	-5%	1	-19	-6%
Nc1cc(Cl)cc(C(=O)O)c1Cl	1%	-2%	38%[activator]	.	.	.	34%[activator]
CCOc1cccc(NC(=O)c2cccc(F)c2)c1	2%	-2%	27%	-9%	20*	102*	4%

Some of the entries so far, with values under each structure.
Under each structure: Tb PYK inh	AMA1-RON2 inh	Pf growth 48h	LmPK inhibitor	Cycloheximide cs	Shiga inhibitor	Pf growth 96h
COc1cc(NS(=O)(=O)c2ccc(NC(=O)C34CC5CC(CC(C5)C3)C4)cc2)ncn1
→ -10%	-4%	?	3%	-1	26	58%[activator]
COc1cccc(Oc2coc3cc(OC(=O)N4CCOCC4)ccc3c2=O)c1
→ -1%	21%	-18%	3%	11	27	?
COc1ccc(S(=O)(=O)NNC(=O)C23CC4CC(CC(C4)C2)C3)cc1
→ -2%	-2%	3%	0%	2	-5	29%

Carrying on.
SMILES	Tb PYK inh	AMA1-RON2 inh	Pf growth 48h	LmPK inhibitor	Cycloheximide cs	Shiga inhibitor	Pf growth 96h
CC(=O)c1cn(CCCOc2ccccc2)c2ccccc12	0%	0%	?	-3%	21*	21	15%
COC(=O)c1sc(NC(=O)c2ccc([N+](=O)[O-])o2)c(C#N)c1C	-7%	14%	45%[activator]	-2%	11	30	?
CCc1nnc(NS(=O)(=O)c2ccc(NCc3cc(Cl)cc(Cl)c3O)cc2)s1	-11%	-13%	28%	4%	0	-2	?
Cc1cc2occ(CC(=O)N(CC(C)C)c3c(N)n(Cc4ccccc4)c(=O)[nH]c3=O)c2cc1C	10%	1%	17µM*	.	.	.	-7%
COC(=O)c1cccc(Cn2nc(C)c([N+](=O)[O-])c2C)c1	6%	10%	18%	5%	7	-9	18%
CC(C)C(=O)NC(=S)Nc1ccc(S(=O)(=O)NC2CCCCC2)cc1	1%	-4%	4%	2%	5	19	17µM*
CCOc1ccccc1N1CCN(CC(=O)Nc2ccccc2C(=O)NC2CC2)CC1	-4%	-10%	9.3µM*	.	.	.	?
C=CCOc1ccccc1CN1CCC(n2nccc2NC(=O)C2CC2)CC1	1%	-18%	0%	5%	-3	-5	-22%
CC(C)CCSc1nc2c(c(=O)[nH]c(=O)n2C)n1CCc1ccccc1	0%	-7%	2%	8%	-3	-2	-24%
CC(C)OCCCNC(=O)CN1C(=O)COc2ccc(S(=O)(=O)N3CCCCCC3)cc21	-3%&0%	0%	?	1%	1	8	87%[activator]
CCOC(=O)c1sc(N(Cc2ccccc2)C(=O)COC(=O)c2ccccc2O)nc1C	2%	9%	39%[activator]	-3%	19*	32*	32%[activator]
Oc1c(Cl)cc(Cl)cc1CNc1ccc(Br)cn1	-5%	19%	.	4%	32*	73*	40%[activator]

Entries listed so far that have a nitro group on carbon (2):
SMILES	Tb PYK inh	AMA1-RON2 inh	Pf growth 48h	LmPK inhibitor	Cycloheximide cs	Shiga inhibitor	Pf growth 96h
COC(=O)c1sc(NC(=O)c2ccc([N+](=O)[O-])o2)c(C#N)c1C	-7%	14%	45%[activator]	-2%	11	30	?
COC(=O)c1cccc(Cn2nc(C)c([N+](=O)[O-])c2C)c1	6%	10%	18%	5%	7	-9	18%

Next section
SMILES	Tb PYK inh	AMA1-RON2 inh	Pf growth 48h	LmPK inhibitor	Cycloheximide cs	Shiga inhibitor	Pf growth 96h
C/C(=N\N1CCN(C2c3ccccc3-c3ccccc32)CC1)c1ccco1	5%	-8%	-10%	1%	1	18	?
CCOC(=O)c1sc(=S)n(-c2cccc(C(F)(F)F)c2)c1SC	-6%	0%	?	3%	-1	-9	?
CCOC(=O)N1CCN(C(=O)c2c[nH]c3ccc(S(=O)(=O)N(C)c4cccc(C)c4)cc3c2=O)CC1	3%	-10%	-5%	3%	-4	-4	3%
CCOc1ccc2nc(N/C(N)=N/C(=S)Nc3ccc(C)c(C)c3)nc(C)c2c1	-14%	31%[activator]	6.6µM*	-1%	-6	7	6.6µM*
Cc1ccc(CNC(=O)COC(=O)COc2ccc(C#N)cc2)cc1	2%	5%	19%	.	.	.	46%[activator]
CCCN(c1ccccc1C(=O)O)S(=O)(=O)c1ccc2c(c1)n(C)c(=O)n2C	4%	0%	-17%	3%	-4	-7	0.83µM*
CC1CCCCC1NC(=S)NC(=O)c1ccccc1Br (centres undefined)	-5%	49%[activator]	?	3%	8	-4	?
CC(C)OP(=O)(c1ccccc1)c1ccccc1	-8%	-18%	-6%	-4%	-3	-5	?
Cc1ccccc1NC(=O)C1CCN(S(=O)(=O)c2ccc3c(c2)NC(=O)C(C)S3)CC1 (centres undefined)	-2%	13%	?	2%	10	7	?
Fc1cnc(N2CCc3ccccc32)nc1N1CCc2ccccc21	0%	0%	.	0%	13	12	0%
CCOc1ccc(C(=O)Nc2ccc(S(=O)(=O)N3C[C@@H]4C[C@@H](C3)c3cccc(=O)n3C4)cc2)cc1	-15%	?	?	.	.	.	2.9µM*
Cc1ccccc1C(=O)NCCCNC(=O)c1ccccn1	0%	68%[activator]	-12%	0%	5	-8	14%
C=CCn1c(SCC(=O)Nc2ccccc2)nnc1-c1cccc(S(=O)(=O)N2CCOCC2)c1	0%	-6%	.	8%	11	20	27%
O=C(CSc1ccc2nnc(-c3ccccn3)n2n1)Nc1ccc(F)cc1F	-3%	-25%	?	-4%	2	-11	?
Cn1c(SCC(=O)Nc2cccnc2)nnc1-c1ccccc1F	0%	30%	22%	0%	8	5	2%
O=C(CN1CC(=O)Oc2ccccc21)OCC(=O)c1ccc(F)cc1	1%	68%[activator]	?	4%	16	2	-24%
CCC(C)Cn1c(C(C)C)nc2ccccc21 (centres undefined)	0%	-7%	8%	5%	10	-2	-35%[5.75 µM]
Cc1ccc(-c2nnc(SCC(=O)N/N=C/c3ccccc3C(=O)O)n2C2CCCCC2)cc1	-2%	18%	-15%	0%	-3	3	?
CCOC(=O)c1cn[nH]c1NC(=S)Nc1ccc(OC)cc1	-14%	89%[activator]	111%[activator]	-4%	17	1	i
Nc1cn(C2OC(CO)C(O)C2O)c(=O)[nH]c1=O (centres undefined)	2%	8%	8%	-2%	-3	-12	?
O=C(NCc1ccncc1)Nc1cccc([N+](=O)[O-])c1	0%	9%	49%[activator]	3%	3	5	?
CCN(CC)C(=O)Cn1cnc2sc(C(=O)Nc3cc(OC)c(OC)c(OC)c3)c(C)c2c1=O	4%	-2%	.	-1%	4	-8	-5%
O=C(Nc1cnn(Cc2ccc(F)cc2)c1)c1cc(-c2cccs2)on1	1%	-9%	.	6%	8	-13	?
O=[N+]([O-])c1cccc(-n2nncc2-c2ccccc2)c1	-13%	-1%	19%	4%	-2	-8	-17%
COc1ccc(Br)cc1S(=O)(=O)n1ccnc1C	2%	37%[activator]	-7%	5%	2	-7	94%[activator]
CCOc1c2ccc(C(=O)NCc3ccc4c(c3)OCO4)cc2nn1C	-5%	-4%	-10%	-1%	-1	9	23%
Cc1n[nH]c(C)c1S(=O)(=O)N1CCCC(C(=O)NC2CCCc3ccccc32)C1 (centres undefined)	-5%	-5%	.	11%	-4	27	62%[activator]
CCC(NC(=S)NCc1ccccc1)C(=O)O (centres undefined)	8%	4%	.	-3%	-5	-10	4%
COc1cccc(N/N=C(\C#N)S(=O)(=O)C(C)(C)C)c1	4%	-11%	4%	2%	8	-4	25%
COc1ccccc1N1CC(C(=O)Nc2ccc(N3CCOCC3)cc2)CC1=O (centres undefined)	4%	-4%	-17%	.	.	.	-8%
COc1ccc(/C=N/NC(=O)c2nn(-c3ccccc3)c(=O)c3c(N)scc23)cc1	-10%	?	?	7%	5	-7	?
Cc1cccc(C)c1NC(=S)N1CCCN(Cc2ccc(F)cc2)C1	-7%	23%	-16%	2%	1	-3	45%[activator]
CCc1ccccc1OCC(=O)Nc1cccc(S(=O)(=O)NC2=NCCC2)c1	-4%	-2%	-25%	.	.	.	?
COCCn1c(SCC(=O)NC2CCCC2)nnc1-c1ccco1	-7%	?	9%	-3%	-2	2	?
CN(C(=O)Cn1nnc2ccccc2c1=O)C1CCCCC1	5%	1%	13%	-7%	2	16	10%
COc1ccc(CNC(=O)CCCc2ccccc2)cc1	-6%	2%	0%	4%	4	11	?
CCCCn1nc2cc(C(=O)NCc3ccco3)ccc2c1OCC	-6%	-8%	?	-2%	-1	-13	?
CS(=O)(=O)N1N=C(c2cccs2)CC1c1ccccc1F (centres undefined)	-7%	-15%	10%	5%	-2	12	-29%
CC1(C)Cc2c(sc3c2c(=N)n(Cc2ccco2)c(=O)n3CC(=O)Nc2cccc(Cl)c2)CO1	-7%	-6%	?	-5%	12	-9	10µM*
CCn1ccc(C(=O)NCCCN2CCCC2=O)n1	10%	4%	30%	-8%	1	10	40%[activator]
O=C(COc1ccc(F)cc1F)Nc1cccnc1	2%	-13%	30%[activator]	-2%	14	15	21%
CCOc1ccc(S(=O)(=O)NCCCN2CCCC2=O)cc1	0%	-4%	-6%	0%	-4	-8	45%[activator]
COc1ccc(C(=O)NCCc2ccccc2)cc1OC	0%	-6%	74%[activator]	-4%	28*	44*	0%
O=C(NC1CCC(C(=O)O)CC1)OCc1ccccc1 (centres undefined)	-14%&0%&-5%	-5%&0%&-4%	32%&8%[activator]	-5%&0%	-3&-3	17&20	0%[5.75 µM]
CCOC(=O)c1c(C)n(C)c2cc(-c3cccc(C(F)(F)F)c3)c(O)cc12	1%	-9%	?	1%	-5	-4	?
CSCCC(NC(=O)/C(=C\c1ccc(Cl)cc1)NC(=O)c1ccccc1)C(=O)O (centres undefined)	-3%	3%	-9%	2%	-6	-16	2%
O=C(c1ccc(S(=O)(=O)N2CCOCC2)cc1)N(c1ccccc1)C1C=CS(=O)(=O)C1 (centres undefined)	3%	8%	0%	0%	-3	5	?
CC(=O)N(Cc1ccc(F)cc1)Cc1nc2ccccc2c(=O)[nH]1	-20%	9%	7%	5%	1	-6	15%
O=C(Nc1cccc(S(=O)(=O)N2CCCCC2)c1)C1CCC1	-4%	?	?	.	.	.	12%

Compounds were not picked by outcome, and some 21% of all compounds hit somewhere here.
